# RXFP1 ag = agonists of human relaxin receptor RXFP1; Q9HBX9; HEK293T-RXFP1 cAMP TR-FRET, 30 min; response scale: percent of porcine relaxin response, buffer zero; Potency, µM (top dose mostly 57.5 µM), for inactives: at the highest dose activation, usual class: activators; actives 0.3% (n = 370,000); AID 2676; further: potency means the concentration at half of the fitted maximal effect; on the % scale 0 is the no-effect control and ±100 the full control effect; nearly all actives have a fitted effect of over 60% in size; many of its hits are not listed in these tables
#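 Agonist response is measured as cAMP accumulation in an RXFP1-transfected HEK293T line under PDE4 inhibition. Values are scaled between buffer-only and 29 nM porcine relaxin, and EC50s come from standard Hill equation fits.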
# D1 antag = human D1 dopamine receptor antagonism; AID 504652; HEK293 TREx D1 cells, calcium flux, dopamine EC80; hits give low values; activity change, negative = inhibition, % at 10 µM; P21728; actives 3.2% (n = 360,000); in the data active means activity change below about -30%; further: on the % scale 0 is the no-effect control and ±100 the full control effect
#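 Inducible Hek293 Trex D1 cells (tetracycline, overnight, 30 C). Calcium dye 30–90 min RT. Antagonist mode: EC80 dopamine added after 180 s compound read.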
# D1 potentiator = human D1 dopamine receptor positive modulation. P21728. HEK293 TREx D1 cells, calcium flux, dopamine EC20 potentiation. potentiation, % at 10 µM. actives 0.036% (n = 360,000). AID 504651; in the data active means potentiation above about 30%; further: 0% is about no effect
# GRP78 ERSR act = ER stress response induction in glioma; U87-MG GRP78 promoter luciferase reporter, 16 h; Potency, µM, without a hit: top-dose activation, hits mostly activators; actives 0.02% (n = 420,000); further: potency means the concentration at half of the fitted maximal effect; series mostly up to about 76 µM; % of control where 0% means no effect; nearly all actives have a fitted effect of over 35% in size
#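 ERSR induction read as luciferase luminescence (Bright-Glo, 10 min at room temperature) in stably transfected human U87-MG glioma cells exposed to compounds for 16 h, using GRP78 as sensor.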
# Vif-A3G inh = blocks the Vif interaction with human APOBEC3G; Q9HC16; HeLa A3G-eYFP + Vif (tagged APOBEC3G with the HIV-1 protein that degrades it), YFP fluorescence, overnight; Potency, µM (top dose mostly 46.1 µM), for inactives: top-dose activity, negative = active, most hits filed as inhibitors; actives 0.076% (n = 410,000); AID 602310;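 further: potency means the concentration at half of the fitted maximal effect; on the % scale 0 is the no-effect control and ±100 the full control effect; nearly all actives have a fitted effect of over 60% in size; hits raise eYFP signal because A3G escapes Vif-driven loss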
# Target sequence (Q9HC16 whole entry, looked up): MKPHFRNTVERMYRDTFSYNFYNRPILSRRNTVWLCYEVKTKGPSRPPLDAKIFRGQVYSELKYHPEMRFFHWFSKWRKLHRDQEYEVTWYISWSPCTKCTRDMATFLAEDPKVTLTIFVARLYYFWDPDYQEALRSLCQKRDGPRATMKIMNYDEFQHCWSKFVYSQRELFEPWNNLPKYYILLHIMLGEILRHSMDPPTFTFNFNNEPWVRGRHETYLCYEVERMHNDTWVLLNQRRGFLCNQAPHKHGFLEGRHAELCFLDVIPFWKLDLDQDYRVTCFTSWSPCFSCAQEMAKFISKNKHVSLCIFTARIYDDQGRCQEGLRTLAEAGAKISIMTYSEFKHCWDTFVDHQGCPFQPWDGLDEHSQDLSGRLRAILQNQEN
#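 HeLa cells stably expressing Vif and C-terminally eYFP-tagged A3G, seeded overnight at 37 deg C, then exposed to compound by pintool overnight at 37 deg C. Rise in yellow fluorescence (Ex 488/Em 500-530, Acumen) marks blocked Vif-driven A3G degradation.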
# D1 agonist = activates the human D1 dopamine receptor; P21728; HEK293 T-REx D1 cells, calcium flux, agonist mode; activation, % at 2 µM; actives 1% (n = 360,000); AID 504660; in the data active means activation above about 30%; further: 0% is about no effect
#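 Inducible HEK293 T-REx D1 cells, force-coupled to calcium signalling, were plated at 4000 cells/well with tetracycline and held overnight at 30 C. After no-wash calcium dye loading, compound-evoked calcium rise over 180 s flagged agonists.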
# LDHA block = LDHA (human) enzyme inhibition | P00338 | purified LDHA, NADH/diaphorase-resazurin fluorescence; hits give low values | activity change, % (values are at about 110 or 230 µM) | actives 0.15% (n = 480,000) | AID 1347041; in the data active means activity change below about -30%; inconclusive means mostly about -25% to -30%;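 further: plate controls were DMSO wells for no effect and wells without enzyme for full effect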
#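 Enzyme activity of human lactate dehydrogenase 5 (2 nM; 0.06 mM NADH, 0.2 mM pyruvate, 5 min, RT) is measured via a resazurin/diaphorase fluorescence readout of residual NADH.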
# D2 PAM = positively modulates the human D2 dopamine receptor allosterically | HEK293 T-REx D2, calcium flux, EC20 dopamine potentiation | potentiation, % at 10 µM | actives 0.34% (n = 340,000) | AID 485347;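 active means potentiation over 3 SD above the plate norm, cut at about 30% in these data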; further: 0% is about no effect
# Target sequence (P14416 whole entry, looked up): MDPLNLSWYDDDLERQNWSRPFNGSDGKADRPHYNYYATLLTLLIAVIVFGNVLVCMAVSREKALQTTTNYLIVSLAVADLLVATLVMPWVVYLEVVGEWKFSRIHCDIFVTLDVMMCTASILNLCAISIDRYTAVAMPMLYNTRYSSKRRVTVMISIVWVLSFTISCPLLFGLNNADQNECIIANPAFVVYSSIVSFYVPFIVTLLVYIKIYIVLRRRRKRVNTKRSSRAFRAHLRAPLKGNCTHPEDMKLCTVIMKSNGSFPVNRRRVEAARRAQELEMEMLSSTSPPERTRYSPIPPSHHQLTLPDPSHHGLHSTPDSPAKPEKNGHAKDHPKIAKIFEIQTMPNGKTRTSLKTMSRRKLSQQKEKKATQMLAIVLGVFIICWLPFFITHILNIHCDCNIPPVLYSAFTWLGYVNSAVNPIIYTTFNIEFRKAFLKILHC
#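 Calcium flux readout, no-wash dye, 1 read/s. Inducible HEK293 Trex D2 line, overnight 30 C. Compound alone 180 s (agonist flags), then EC20 dopamine, another 180 s to score potentiation.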
# Vif-APOBEC3F blk = blocks the Vif interaction with APOBEC3F; actives 0.2% (n = 390,000); AID 602313; HeLa A3F-eYFP + Vif (tagged APOBEC3F with the HIV-1 protein that degrades it), YFP fluorescence increase; Potency, µM (top dose mostly 46.1 µM), without a hit: top-dose activity, negative = active; further: potency means the concentration at half of the fitted maximal effect; % of control where 0% means no effect; nearly all actives have a fitted effect of over 65% in size
#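 Fluorescence increase (Ex 488/Em 500-530) after overnight compound treatment at 37 deg C flags inhibition of Vif-driven A3F-eYFP loss in stable HeLa A3F-eYFP/Vif cells seeded overnight beforehand.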
# * marks the source's active call; other numbers are inactive results; ? = inconclusive; . = no result given. Unless noted, the call rests on the fitted dose curve; in most records, active means well fitted curve in the direction sought with a large enough effect; inconclusive means small, poorly fitted or top-dose-only effect, or another doubt; inactive means no such curve, though single readings can be large; an effect the other way counts as inactive or inconclusive.
# Results follow in this order: RXFP1 ag, D1 antag, D1 potentiator, GRP78 ERSR act, Vif-A3G inh, D1 agonist, LDHA block, D2 PAM, Vif-APOBEC3F blk
CCCNC(=O)c1ccccc1NC(=O)C1=CSCCO1
 : 1.7%, -24, 0, -1%, 1%, 0, 1, -8, 10%
CC(C)(C)C(=O)NNC(=O)c1cc2sccc2s1
 : 1.8%, -11, 0, -2%, 5%, 1, -3, 1, 4%
COc1ccc(CCN(C)C/C=C/c2ccccc2)cc1OC
 : 0.5%, 20, -4, -4%, -4%, 5, -9, -16, 1%
O=C(CSC1=NC2(CCCCC2)N=C1c1ccccc1)Nc1ccc2c(c1)OCCO2
 : 5.4%, -9, -5, 1%, -10%, 1, -2, -1, -5%
C/C(=N\NC(=O)c1ccc2c(c1)OCO2)c1ccc(C(=O)O)s1
 : -1.6%, -22, -7, 3%, -3%, 3, -6, 11, 1%
CCOC(=O)c1[nH]c(C)c(C(=O)Nc2ccccc2F)c1C
 : 0.2%, -17, -2, -1%, ?, -1, -1, -28, 2%
O=S(=O)(NCCc1ccccn1)c1cc(Cl)cc(Cl)c1O
 : 0.2%, 24, -4, -4%, -13%, 2, 0, 7, -2%
O=C(NCc1ccccc1Cl)C(=O)NCC(c1cccs1)S(=O)(=O)c1cccs1 (centres undefined)
 : 0.3%, ., -1, -1%, 7%, 9, -7, 3, 0%
Cc1ccc(N/C=C2\CCCCC2=O)c(C)c1
 : 1.4%, 4, 1, 3%, -2%, 1, -3, 12, 3%
CCCCOc1ccc(CNC(=O)c2cnc3sc(N4CCOCC4)nn3c2=O)cc1
 : 3.2%, -5, -3, -3%, -4%, 0, 0, 7, -16%
O=C(NCc1cccnc1)C1CCCN(Cc2cnn(-c3ccccc3)c2-n2cccc2)C1 (centres undefined)
 : 0.3%, -5, -4, -1%, 1%, 2, -2, ., -1%
CCOc1ccc(NC(=O)CSc2nnc(COc3c(C)cccc3C)o2)cc1
 : 5.7%, 9, -2, -3%, 2%, 5, -2, 1, -1%
CC(=O)Nc1ccc(S(=O)(=O)N2CCC(C(=O)NCc3ccncc3)CC2)cc1
 : -0.2%, 3, 3, 2%, -1%, 0, -4, 6, 5%
CCn1c(SCC(=O)NC2CCCCC2)nc2c(c1=O)SC(C)C2 (centres undefined)
 : 1.7%, 23, -4, -3%, 0%, 0, -2, -4, -5%
CC(C)NC(=O)c1cc2ccccc2o1
 : 0.6%, -9, -10, -1%, 0%, -1, -3, -8, 6%
CCOC(=O)C1CCN(c2ncnc3c2nnn3C)CC1
 : 29%, ., 1, -3%, 0%, 3, -4, 10, -5%
Cc1csc(NC(=O)CSc2nccn2Cc2ccco2)n1
 : -0.9%, -3, 1, 6%, 2%, 2, -5, 14, -14%
COC(=O)C1=C(O)CSC1=Nc1cccc(C(F)(F)F)c1
 : 0.6%, 1, -7, 0%, 0%, 2, -10, -1, -6%
CCCCCc1ccc(OCCCC[n+]2ccc(C)cc2)c(CCCCC)c1
 : -0.2%, -12, 20, -14%, -12%, 202*, -1, -4, 4%
COc1ccc(NC(=O)C(NC(C)=O)C(=O)NCc2ccccc2OC)cc1 (centres undefined)
 : -0.3%, -3, 1, -6%, -6%, 3, -4, -5, -2%

# The list continues.
# Results follow in this order: RXFP1 ag, D1 antag, D1 potentiator, GRP78 ERSR act, Vif-A3G inh, D1 agonist, LDHA block, D2 PAM, Vif-APOBEC3F blk
CCOC(=O)c1ccc(S(=O)(=O)Nc2ccc(N3CCOCC3)cc2)cc1
 : 1.9%, -25, -5, -4%, -1%, 0, 8, 14, 0%
O=C1N(Cc2cccc(Cl)c2)C[C@@H]2C[C@@H](c3ccsc3)N3CCC[C@@]123
 : 0.2%, 8, -6, -1%, 7%, 6, -1, 4, 0%
COc1ccc(/C=C(/NC(=O)c2ccccc2)C(=O)N2CCC(C)CC2)cc1
 : 0.4%, 16, -4, -3%, -1%, 1, -11, 15, 3%
CCc1c(C)nc(N2CCOCC2)[nH]c1=O
 : 0.8%, 3, 0, -1%, -4%, 2, -11, -7, ?
COc1ccccc1-c1sc2ccccc2c1-c1ccc(OCCN2CCCCC2)cc1
 : ., ., ., -2%, -20%, ., -2, ., 4%
CC(=O)c1cc(C#N)c(Oc2ccc(Cl)cc2Cl)nc1C
 : ., ., ., -5%, 1%, ., -6, ., -7%
O=C(CN1CCCCC1)Nc1ccc(NC(=O)c2ccc(Cl)cc2)cc1Cl
 : -2.0%, ., ., -11%, 0%, ., -8, ., 3%
O=C(c1ccc2c3c(cccc13)CC2)C1CCCN(Cc2ccccn2)C1 (centres undefined)
 : -0.8%, -11, -7, -1%, 0%, 0, -1, -18, ?
Cc1c(NS(=O)(=O)CC23CCC(CC2=O)C3(C)C)c(=O)n(-c2ccccc2)n1C (centres undefined)
 : 0.0%, 2, 0, -4%, 1%, 2, -5, 3, 8%
CCCCC(=O)Nc1cc(-c2nc3cccnc3s2)ccc1C
 : -1.4%, -1, 0, -1%, 0%, 1, -7, ., 0%
COc1cc(C2C(C#N)=C(N)Oc3n[nH]c(-c4ccccn4)c32)cc(OC)c1OC (centres undefined)
 : 0.2%, 7, 2, -3%, 1%, 2, 3, 5, 3%
COc1ccc(N2CCN(C(=O)c3cccn4c(=O)c5ccc(Cl)cc5nc34)CC2)cc1
 : 2.3%, -11, -4, -2%, -1%, 1, 0, 3, 2%
CCc1ccccc1NC(=O)NC1CCCCC1
 : 0.6%, 2, 0, -5%, -3%, 3, -9, ., 5%
COc1ccc(C(=O)Nc2nnc(CCS(=O)(=O)c3ccc(C)cc3)s2)cc1
 : -1.8%, -18, 1, 5%, -2%, 2, -1, 1, -4%
O=C(COc1ccc(Br)cc1)NCCNC(=O)c1cccnc1
 : 26%, 2, 1, -2%, -2%, 3, -9, -2, -1%
Cn1c(NC(=O)Cc2cccs2)cc(=O)n(C)c1=O
 : 2.2%, -12, 0, -5%, -4%, 0, -2, -13, 4%
Cc1nc(N)c(C#N)c(-c2ccccc2)c1C
 : 0.1%, 4, 1, 0%, 0%, 0, -9, 1, 7%
CC(C)c1cc(-c2cc(C(=O)NCc3ccccc3)on2)nc(NCC2CC2)n1
 : 0.0%, 38, -2, 18%, -4%, 26, 0, 19, -14%
Fc1cc2ncn(Cc3ccccc3)c2cc1F
 : 2.6%, -14, 0, 4%, -1%, 3, -8, 3, .
COC(=O)c1cc2occc2n1Cc1nc(-c2ccccc2Cl)oc1C
 : 1.8%, 46, 0, -2%, 7%, 4, 0, 5, -3%

# The listing continues:
# Results follow in this order: RXFP1 ag, D1 antag, D1 potentiator, GRP78 ERSR act, Vif-A3G inh, D1 agonist, LDHA block, D2 PAM, Vif-APOBEC3F blk
COc1cccc(-c2cc(C(F)(F)F)nc(-n3ccc([N+](=O)[O-])n3)n2)c1
 : 2.2%, 9, -3, -7%, 1%, 2, -9, -9, -19%
CC(OC(=O)c1cc(=O)[nH]c2ccccc12)C(=O)NCc1ccccc1 (centres undefined)
 : 0.6%, 5, 1, -4%, 3%, 3, 0, -2, 1%
CC(=O)NC1C(OCc2cccc(Br)c2)OC(COC(C)=O)C(OC(C)=O)C1OC(C)=O (centres undefined)
 : 1.5%, -2, -4, -3%, -1%, 0, -2, -1, 4%
COCCN(Cc1cn(C)nc1-c1ccccc1F)C(C)C
 : 0.5%, -10, 3, -3%, -6%, 1, -4, 1, 13%
O=C1C(C2=C(O)c3ccccc3C2=O)=Nc2ccccc21
 : -0.6%, 0, 8, 2%, ?, 3, 39, 1, ?
O=C(C1CCN(Cc2ccc(Cl)cc2)CC1)N1CCN(Cc2ccc3c(c2)OCO3)CC1
 : -1.0%, -16, -2, -2%, 1%, 16, -20, -25, 1%
O=S(=O)(c1cccc(C(F)(F)F)c1)N1c2ccccc2-n2cccc2C1c1cccnc1 (centres undefined)
 : ., ., ., -3%, -5%, ., 1, ., -5%
Cn1c(=O)c(C(=O)CSc2nnc(Nc3ccccc3)s2)c(N)n(Cc2ccccc2)c1=O
 : 2.8%, -2, 1, -6%, 2%, -3, -12, 3, 1%
O=C(Nc1cccc(C(F)(F)F)c1)c1cccnc1N1CCCC1
 : 0.8%, -4, -1, 0%, -3%, 2, -11, -12, 4%
COc1ccc(NS(=O)(=O)c2ccc(S(=O)(=O)N3CCOCC3)cc2)cc1
 : -2.5%, -33*, -4, -6%, -3%, 34*, -7, -1, 1%

# 6 compounds from above, limited to LDHA block and D1 potentiator.
Molecule	LDHA block	D1 potentiator
COCCN(Cc1cn(C)nc1-c1ccccc1F)C(C)C	-4	3
O=C1C(C2=C(O)c3ccccc3C2=O)=Nc2ccccc21	39	8
O=C(C1CCN(Cc2ccc(Cl)cc2)CC1)N1CCN(Cc2ccc3c(c2)OCO3)CC1	-20	-2
O=S(=O)(c1cccc(C(F)(F)F)c1)N1c2ccccc2-n2cccc2C1c1cccnc1 (centres undefined)	1	.
Cn1c(=O)c(C(=O)CSc2nnc(Nc3ccccc3)s2)c(N)n(Cc2ccccc2)c1=O	-12	1
O=C(Nc1cccc(C(F)(F)F)c1)c1cccnc1N1CCCC1	-11	-1

# Three compounds from above, arranged by the number in LDHA block, smallest number first:
compound,LDHA block
Cn1c(=O)c(C(=O)CSc2nnc(Nc3ccccc3)s2)c(N)n(Cc2ccccc2)c1=O,-12
COc1ccc(NS(=O)(=O)c2ccc(S(=O)(=O)N3CCOCC3)cc2)cc1,-7
O=S(=O)(c1cccc(C(F)(F)F)c1)N1c2ccccc2-n2cccc2C1c1cccnc1 (centres undefined),1

# The list is partial. The share of hits here may be higher or lower than overall.
